Fh CTSL1 inh: counter-screen for PFM18AAP inhibitors: inhibitors of F. hepatica cathepsin L1; AID 1906; recombinant F. hepatica cathepsin L1, Z-Leu-Arg-MCA fluorescence; inhibition, % at 5.96 µM; 0.49% of 300,000 active;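 active = inhibition above the mean of all tested compounds plus 3 SD, set per screening campaign, cut at about 17% in these data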;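 note: 0% = plate median of test compound wells and 100% = 1 µM Z-Phe-Ala-diazomethylketone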
PREPL inhibitor: inhibits the human prolyl oligopeptidase-like enzyme. AID 2751. Q4J6C6. 0.68% of 320,000 active. inhibition, % at 5.96 µM. recombinant PREPL, fluorescence polarization activity-based probe; in the data active = inhibition above about 43%;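 note: 0% = enzyme with DMSO and 100% = wells lacking enzyme; many of its hits are not listed in these tables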
TPT1 inhibitor: inhibitors of Candida albicans tRNA 2'-phosphotransferase TPT1; recombinant caTPT1, FP RNA substrate dephosphorylation; inhibition, % at 5 µM; 0.81% of 300,000 active; AID 1962;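 active = inhibition above the mean of all tested compounds plus 3 SD, set per screening campaign, cut at about 24% in these data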;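 note: plate controls were DMSO alone for no effect and ferristatin control at 100 nM for full effect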
Efflux pump inh: blocks antifungal efflux pumps in multiplex yeast assay; inhibition, % at 10 µM; S. cerevisiae Candida pump triplex, Nile Red efflux; 0.44% of 330,000 active; AID 485275;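 active = plate passing quality check with inhibition over a set limit, or well fluorescence over plate mean plus 4 SD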;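 note: Nile Red retained in pooled yeast measured as flow cytometry median fluorescence; 0% = buffer negative control and 100% = Enniatin B positive control; higher means more Nile Red kept so more efflux inhibition; some compounds called inactive have numbers as strong as hits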
PP1 counter: blocks human PP1-alpha phosphatase, a PP5 counter-screen; purified PP1alpha, OMFP fluorescence; inhibition, % at 6.7 µM; 0.9% of 320,000 active; AID 2235;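 active = inhibition above the mean inhibition of all tested compounds plus 3 SD, computed separately for each screening campaign, cut at about 15% in these data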
Target sequence (P62136 whole entry, looked up): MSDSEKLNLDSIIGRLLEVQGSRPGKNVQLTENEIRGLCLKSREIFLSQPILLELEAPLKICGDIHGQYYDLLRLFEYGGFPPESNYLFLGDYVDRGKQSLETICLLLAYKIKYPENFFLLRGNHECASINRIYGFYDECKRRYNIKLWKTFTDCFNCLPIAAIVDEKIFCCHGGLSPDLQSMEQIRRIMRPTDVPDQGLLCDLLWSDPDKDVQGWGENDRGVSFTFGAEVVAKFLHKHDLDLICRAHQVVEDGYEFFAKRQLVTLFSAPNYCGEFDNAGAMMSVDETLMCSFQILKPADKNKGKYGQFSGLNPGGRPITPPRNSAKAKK
EBNA-1 inh: blocks EBNA-1 binding to DNA; EBNA-1 DNA binding, fluorescence polarization; inhibition, % at 14.8 µM; 0.34% of 300,000 active; AID 1950; in the data active = inhibition above about 28%
ZTA DNA inh: ZTA (EBV) inhibition in EBNA-1 counter-screen | P03206 | ZTA-DNA binding, fluorescence polarization | inhibition, % at 11 µM | 0.15% of 320,000 active | AID 2234; in the data active = inhibition above about 33%
Target sequence (P03206 whole entry, looked up): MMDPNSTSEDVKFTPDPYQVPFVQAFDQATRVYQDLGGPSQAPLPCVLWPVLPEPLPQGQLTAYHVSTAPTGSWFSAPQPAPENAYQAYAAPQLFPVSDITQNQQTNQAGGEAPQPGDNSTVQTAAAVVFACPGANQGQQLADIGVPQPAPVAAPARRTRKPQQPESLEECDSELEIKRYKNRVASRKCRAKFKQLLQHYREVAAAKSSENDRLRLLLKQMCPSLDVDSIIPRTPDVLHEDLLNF
PP5 inh: inhibitors of human protein phosphatase 5 (PP5); P53041; purified PP5c, OMFP substrate fluorescence; inhibition, % at 6.7 µM; 0.18% of 320,000 active;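 active = inhibition above the campaign's mean inhibition across all tested compounds plus 3 SD, cut at about 9.5% in these data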;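 note: 0% = DMSO only and 100% = 100 µM cantharidin control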
Target sequence (P53041 whole entry, looked up): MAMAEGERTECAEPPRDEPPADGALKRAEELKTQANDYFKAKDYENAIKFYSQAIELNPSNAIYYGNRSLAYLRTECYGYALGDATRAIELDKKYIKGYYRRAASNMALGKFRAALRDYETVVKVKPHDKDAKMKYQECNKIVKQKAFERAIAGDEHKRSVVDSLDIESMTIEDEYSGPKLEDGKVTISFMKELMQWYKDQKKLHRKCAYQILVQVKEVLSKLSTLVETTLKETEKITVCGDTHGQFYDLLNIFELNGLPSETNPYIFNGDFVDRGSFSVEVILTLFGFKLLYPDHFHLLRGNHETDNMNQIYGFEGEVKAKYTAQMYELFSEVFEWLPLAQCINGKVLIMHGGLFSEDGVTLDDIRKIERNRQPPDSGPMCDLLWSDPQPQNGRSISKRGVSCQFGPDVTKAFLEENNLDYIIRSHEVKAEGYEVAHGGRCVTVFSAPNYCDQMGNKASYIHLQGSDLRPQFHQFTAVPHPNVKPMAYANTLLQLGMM
core dimer inh: blocks dimerization of HCV core protein; TR-FRET GST/Flag-core106 dimerization, 1536-well; inhibition, % at 5 µM; 0.33% of 300,000 active;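 active = inhibition above the mean of all tested compounds plus 3 SD, set per screening campaign, cut at about 45% in these data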
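Material: GST/Flag-tagged HCV core106 proteins. Incubation: 4 h, 22.5 °C incubation. Read-out basis: inhibition (%) from 671 over 617 nm ratio. Measured by: TR-FRET, excitation 340 nm, emission 617 and 671 nm.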
Starred values were filed as active, the others as inactive; . = not tested or not shown. These rows are one share of the data; the hit share may differ from the screen's.

The line under a structure holds: PREPL inhibitor	EBNA-1 inh	Efflux pump inh	PP1 counter	ZTA DNA inh	Fh CTSL1 inh	TPT1 inhibitor	PP5 inh	core dimer inh
- Cc1cccc(NC(=O)CNC(=O)COc2ccc(C(=O)c3ccc(F)cc3)cc2)c1C
  9	41*	-0.2	0	-18	6	0	-1.8	-7
- CSc1ccc(/C=C(\NC(=O)c2ccc(C)cc2)C(=O)Nc2cccc(C)c2)cc1
  -10	-6	-0.1	12	6	-1	1	1.8	-1
- COc1ccc(N2CCN(C(=O)COC(=O)CCOc3ccccc3C)CC2)cc1
  20	-8	0.2	2	7	-42	1	-2.2	1
- CCOc1ccc2nc3c(cc2c1)CN(CCOC)C(=NCCOC)S3
  2	-15	0.2	1	5	1	3	3.9	27
- COC(=O)c1sccc1NC(=S)N1CCC(C(N)=O)CC1
  13	0	-0.1	-1	-23	-1	-2	1.1	-1
- O=c1c2ccccc2c2c(O)nc(-c3ccccc3)n2n1Cc1ccccc1
  -1	5	0.4	-1	19	-1	1	1.3	3
- CCN(c1ccccc1)S(=O)(=O)c1ccc(C(=O)N(CCCN(C)C)c2nc3c(C)cccc3s2)cc1
  -19	-6	-0.1	2	1	-6	2	1.3	-18
- Cc1cccc(NCc2nnc(-c3ccccc3)o2)c1C
  18	-5	-0.1	1	-9	4	-2	-0.2	0
- NS(=O)(=O)c1ccc(NC(=S)NNC(=O)c2ccc(Br)o2)cc1
  3	10	0.1	-2	1	-1	-2	0.1	-5
- CCOC(=O)c1cn(Cc2ccccc2)nc1-c1ccccc1
  -3	-4	0.1	2	2	0	-2	0.7	0
- CC(=O)Nc1ccc(C(=O)OCc2ccccc2Br)cc1
  -7	3	0.3	2	-7	3	-4	6.2	-6
- O=C(Nc1ccc(Cl)cc1C(F)(F)F)c1ccccc1Cl
  10	0	0.1	-1	0	0	1	0.3	2
- CN(c1cccc(NC(=O)Nc2cccc(Cl)c2)c1)S(C)(=O)=O
  -9	-9	0.2	2	-3	-6	-9	1.5	6
- COc1ccc(C)cc1NC(=O)C(OC(=O)c1cnccn1)c1ccccc1 (stereo not drawn)
  0	12	-0.1	-3	6	-30	-1	-1.8	0
- N#Cc1ccc(C2=CC(=O)C[C@H](c3ccc(Cl)cc3)C2)cc1
  -9	.	0.0	-1	0	.	.	3.6	.
- COc1ccc(OCC(O)CN(C2CCCCC2)C2CCCCC2)cc1 (stereo not drawn)
  33	-11	0.0	0	5	-1	-3	-1.5	-2
- CC(C)NC(=S)Nc1ccc2cn[nH]c2c1
  2	8	1.9	2	18	-2	2	1.7	3
- CC(C)C(=O)Nc1ccc(C(=O)NC2CCSC2=O)cc1 (stereo not drawn)
  -10	-3	0.1	-4	-3	-6	0	-0.9	1
- CC(OC(=O)c1cccc(O)c1)C(=O)N(C)Cc1ccccc1 (stereo not drawn)
  -4	11	0.0	-3	11	-3	-1	-1.1	0
- Cc1cc(NC(=O)c2cccc(S(=O)(=O)N3CCCCCC3)c2)no1
  3	2	0.0	0	8	-3	1	-1.1	-1
- CCOc1ccc(CC(=O)NCCS(=O)(=O)N2CCN(c3ccccc3)CC2)cc1
  -44	-5	-0.1	0	2	1	-2	0.7	0
- CCOC(=O)c1csc(NC(=O)c2ccc(N3C(=O)CCC3=O)cc2)n1
  0	6	0.1	-1	17	-1	-2	-2.1	1
- COc1ccc(OC)c(NC(=O)CSc2nc3n[nH]c(C)c3c(=N)n2-c2cccc(Cl)c2C)c1
  14	3	0.1	2	17	0	-2	7.0	13
- COc1ccccc1CNC(=O)CCNC(=O)Cn1ccc2ccccc2c1=O
  -4	11	0.0	1	-5	-2	-3	0.5	-3
- CC(C)CC(C(=O)NC(C)(C)C)N(CC1CCCO1)C(=O)c1snc(C(N)=O)c1N (stereo not drawn)
  10	-18	0.2	6	-4	0	1	3.5	-2
- CCOC(=O)c1cc(-c2ccccc2)sc1NC(=O)C(C)(C)C
  14	10	-0.1	4	-5	3	2	3.5	0
- Cc1c(NC(=O)C(C)OC(=O)CCC2CCCC2)c(=O)n(-c2ccccc2)n1C (stereo not drawn)
  3	0	0.0	-4	-2	-1	1	-1.6	-1
- CC1CCC(C(C)C)C(OCC(O)CN2CCCC(C)C2)C1 (stereo not drawn)
  -5	-5	-0.1	-5	-4	2	-2	0.0	0
- COc1cccc(C(=O)CC(=O)C(=O)Nc2cccc([N+](=O)[O-])c2C)c1
  10	2	0.0	8	-4	1	0	6.5	11
- C/C(=N/OC(=O)c1c(-c2ccccc2Cl)noc1C)c1cnccn1
  12	-9	0.1	0	4	2	2	-1.0	-1
- O=C(Nc1ccc2nccnc2c1)c1cnccn1
  8	-1	0.1	2	12	3	-1	0.3	1
- COc1ccc(OCc2cc(/C=N\NC(=O)c3ccccc3)ccc2OC)cc1
  -20	2	-0.1	2	11	2	0	1.6	12
- Cc1nonc1C1CCCN1Cc1nc(-c2ccc(F)cc2F)oc1C (stereo not drawn)
  -7	-9	-0.1	-1	-19	-2	2	0.5	0
- COc1ccc(-c2nnn(CC(=O)N(CC(=O)NC3CCCC3)Cc3cccs3)n2)cc1OC
  -11	17	-0.4	-1	3	-1	0	-1.4	-1
- CN(C)S(=O)(=O)c1ccc(C(=O)NCC(=O)N/N=C/c2ccccc2Cl)cc1
  11	5	-0.1	-1	-14	-1	-1	3.0	-4
- CC1CN(CCOc2ccc([N+](=O)[O-])cc2)CC(C)O1 (stereo not drawn)
  23	8	0.0	-2	18	0	3	-2.4	-7
- CCCCNC(=O)C1Cc2cc(S(=O)(=O)N3CCCCC3)ccc2N1C(C)=O (stereo not drawn)
  -2	-4	0.0	2	5	-1	1	2.9	0
- COc1ccc(N(CC(=O)Nc2cccnc2)S(=O)(=O)c2ccc(C)cc2)cc1Cl
  -16	-4	-0.1	3	0	-1	-3	2.2	11
- O=C1CCCC(O)=C1C1NCCc2ccccc21 (stereo not drawn)
  2	-2	-0.1	0	-2	4	-7	1.6	-3
- CC(C)C(=O)N(Cc1cc(=O)[nH]c2ccccc12)c1ccccc1
  -23	-6	0.1	0	0	-2	-2	3.9	3
- COc1ccc(S(=O)(=O)N2CCN(Cc3cc(OC)c(O)c(OC)c3)CC2)cc1
  -26	-5	-0.2	4	-24	1	-2	2.5	-8
- COc1ccc(C2SCC(=O)N2CC23CC4CC(CC(C4)C2)C3)cc1 (stereo not drawn)
  7	-3	0.0	-1	17	-1	2	1.1	8
- CC(C)n1nnc2c(=O)oc3ccccc3c21
  3	-3	-0.1	0	-4	0	-7	-1.5	-15
- Cc1nn(CCC(=O)Nc2cccc(C#N)c2)c(C)c1S(=O)(=O)N1CCCCC1
  -5	-9	0.0	1	-2	-1	-2	1.7	2
- CSc1ccc(/C=C2\C(=N)N3N=C(CC(=O)N4CCCCC4)SC3=NC2=O)cc1
  -4	-4	-0.2	4	8	2	12	0.6	21
- NNc1nc(C(F)(F)F)nc2ccccc12
  -2	-1	0.1	2	-15	0	9	0.3	-3
- COc1ccc(CCNC(=O)C2CCCN(C(=O)N(C)C)C2)c(OC)c1 (stereo not drawn)
  5	9	0.0	-1	8	1	-3	0.6	-3
- CC(C)(C)NC(=O)CN1CCN(C(=O)CCl)CC1
  4	0	0.3	-2	-1	-2	3	-2.5	-1
- CC(=O)Oc1c(-c2ccco2)oc2ccccc2c1=O
  -13	6	0.1	-2	-9	-10	-3	2.5	-2
- CN(C)C(=O)C(OC(=O)c1ccc2c(c1)CCCC2)c1ccccc1 (stereo not drawn)
  12	2	0.0	-1	9	1	0	3.0	12
- O=C(CSc1nnnn1-c1ccccc1)c1cc2ccccc2oc1=O
  4	5	-0.1	-1	3	0	-4	-2.0	16
- CCN1C(=O)CC(N2CCC(Cc3ccccc3)CC2)C1=O (stereo not drawn)
  14	4	0.0	-1	-7	-1	-3	-0.7	-8
- O=C(Nc1ccc(Cl)c(S(=O)(=O)N2CCOCC2)c1)c1ccc2c(c1)OCCO2
  -4	1	-0.1	-2	-3	-6	2	4.4	0
- NC(=O)c1cnccn1
  4	4	0.2	-5	1	-3	5	2.3	-2
- Cc1cc(NC(=O)c2ccccc2)n(-c2nc3ccccc3[nH]2)n1
  4	12	0.0	-6	17	0	-3	-1.6	-1
- COc1ccc(C(=O)NNC(=O)C(=O)Nc2cccc3ccccc23)cc1
  -3	-2	0.0	6	9	2	2	4.7	2
- CCOC(=O)Cc1c(Sc2ccccc2)c2ccccc2n1C
  1	-8	0.1	-2	2	0	-2	0.6	-4
- O=C(Nc1ccc(NC(=O)C2CC2)nc1)c1ccco1
  9	8	0.0	-6	14	0	2	-2.7	0
- Cc1cc(C)cc(NC(=O)CSCc2cnn(-c3ccccc3)c2-n2cccc2)c1
  12	-3	0.0	2	-11	3	-3	6.1	13
- N#Cc1ccc(CSc2nnc(-c3ccccn3)n2-c2ccccc2)cc1
  15	-1	0.1	-2	-9	-3	-4	1.2	-2

Quoted at random: 2 records from the list, in no set order.
The line under a structure holds: PREPL inhibitor	EBNA-1 inh	Efflux pump inh	PP1 counter	ZTA DNA inh	Fh CTSL1 inh	TPT1 inhibitor	PP5 inh	core dimer inh
- CC(C)n1nnc2c(=O)oc3ccccc3c21
  3	-3	-0.1	0	-4	0	-7	-1.5	-15
- CSc1ccc(/C=C2\C(=N)N3N=C(CC(=O)N4CCCCC4)SC3=NC2=O)cc1
  -4	-4	-0.2	4	8	2	12	0.6	21

More results
The line under a structure holds: PREPL inhibitor	EBNA-1 inh	Efflux pump inh	PP1 counter	ZTA DNA inh	Fh CTSL1 inh	TPT1 inhibitor	PP5 inh	core dimer inh
- O=C(NC1CC1)C1=C[C@@H](c2ccc(Br)cc2)C[C@@H](OCCCCO)O1
  15	-8	.	-2	-6	-4	-1	0.4	-4
- O=C(CSc1ncnc2sccc12)NCc1ccc2c(c1)OCO2
  15	.	0.0	-2	-13	.	.	-1.4	.
- O=C(COC(=O)c1ccc(Cl)nc1)Nc1cccnc1Cl
  -1	-14	-0.1	-6	5	-2	-4	-0.7	-2
- CCCCOc1ccccc1C(=O)NCCCC(=O)O
  23	-1	-0.1	-1	1	-4	-2	2.2	-7
- O=[N+]([O-])c1ccc(/C=N/N/C(=N/c2ccccn2)c2ccccn2)cc1
  10	4	-0.1	1	-6	2	-3	4.1	-11
- CCCC(=O)NC(c1cccs1)c1cc(Cl)c2cccnc2c1O (stereo not drawn)
  28	1	-0.1	27*	0	1	-6	1.1	-1
- O=C(COC(=O)c1ccc(O)cc1)Nc1nccs1
  4	8	0.1	-1	11	-1	2	-3.0	-19
- Cc1ccc(C(=O)OCc2nc(N)nc(Nc3ccccc3C)n2)cc1
  -10	7	0.1	-4	-5	-4	0	2.0	9
- Cn1c(=O)c2c(ncn2CC(COCc2ccc(Cl)cc2)OCc2ccc(Cl)cc2)n(C)c1=O (stereo not drawn)
  2	1	0.0	0	-19	2	2	2.0	-3
- Cc1noc(/C=C/c2ccco2)c1S(=O)(=O)N1CCC(C(=O)NC(C)c2ccccc2)CC1 (stereo not drawn)
  12	-9	0.1	5	-4	3	5	3.8	24
- CCOc1ccccc1N(CC)C(=O)c1nn(C)c2c1CSc1ccccc1-2
  -7	11	0.1	3	16	0	-1	1.2	0
- CC(=O)Nc1ccc(NC(=O)CN2C(=O)COc3ccc(S(=O)(=O)N4CCOCC4)cc32)cc1
  -1	-7	0.1	-2	9	0	0	0.7	1
- CCOc1ccc(CNC(=O)C(C)n2nc(C)c3c(C)n(-c4ccccc4)nc3c2=O)cc1 (stereo not drawn)
  -6	-12	-0.2	-2	2	-3	-2	1.4	9
- O=C(NC1CC1)c1c[nH]c2ccc(S(=O)(=O)Nc3cccc(C(F)(F)F)c3)cc2c1=O
  -3	10	0.1	13	10	1	-6	1.2	6

Assay outcomes from PubChem BioAssay.
